Tat transport = E. coli Tat export inhibitors, primary screen, MC4100, TorA-mCherry reporter, fluorescence, single point. 340,000 tested, 0.036% active. inhibition, % at 10 µM. AID 488895, 2010;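 active = mean replicate inhibition at least 50% and at least half of replicates individually reaching 50%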;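 note: exported cargo escapes ClpAP degradation while cytoplasmic cargo is degraded and loses fluorescence; 0% = median of neutral control wells and 100% = median of NaSCN control wells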
CAL PDZ FP = CAL PDZ peptide-binding inhibitors, primary screen, biochemical, fluorescence polarization, Cer-tagged CAL PDZ, HTS. purified CAL PDZ, TMR-peptide fluorescence polarization, 1 h. Golgi-associated PDZ and coiled-coil motif-containing protein (Homo sapiens), Q9HD26. inhibition, % at 20 µM. AID 504414, 2011. 330,000 tested, 0.02% active;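 active = highest replicate inhibition of at least 40%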;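 note: plate controls were DMSO neutral control wells for no effect and unlabeled competitor peptide control wells for full effect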
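Material: tagged CAL PDZ domain; buffer or medium: 25 mM sodium phosphate pH 7.4, 150 mM NaCl, TCEP, IgG, Thesit; compound dosing: single point, 20 µM; schedule: 1 h incubation at room temperature before polarization reading; measured by: FP readout, S and P plane fluorescence; read-out basis: percent inhibition from loss of millipolarization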
DAGLB inhibitor = DAGLB lipase inhibitors, primary screen, biochemical, fluorescence, HTS; HEK293T DAGLB membrane lysate, EnzChek fluorogenic substrate; Diacylglycerol lipase-beta (Homo sapiens), Q8NCG7; 340,000 tested, 0.059% active; inhibition, % at 5.17 µM; in the data active = inhibition above about 34%;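 note: 0% = enzyme with vehicle and 100% = wells lacking enzyme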
Target sequence (Q8NCG7 whole entry, looked up): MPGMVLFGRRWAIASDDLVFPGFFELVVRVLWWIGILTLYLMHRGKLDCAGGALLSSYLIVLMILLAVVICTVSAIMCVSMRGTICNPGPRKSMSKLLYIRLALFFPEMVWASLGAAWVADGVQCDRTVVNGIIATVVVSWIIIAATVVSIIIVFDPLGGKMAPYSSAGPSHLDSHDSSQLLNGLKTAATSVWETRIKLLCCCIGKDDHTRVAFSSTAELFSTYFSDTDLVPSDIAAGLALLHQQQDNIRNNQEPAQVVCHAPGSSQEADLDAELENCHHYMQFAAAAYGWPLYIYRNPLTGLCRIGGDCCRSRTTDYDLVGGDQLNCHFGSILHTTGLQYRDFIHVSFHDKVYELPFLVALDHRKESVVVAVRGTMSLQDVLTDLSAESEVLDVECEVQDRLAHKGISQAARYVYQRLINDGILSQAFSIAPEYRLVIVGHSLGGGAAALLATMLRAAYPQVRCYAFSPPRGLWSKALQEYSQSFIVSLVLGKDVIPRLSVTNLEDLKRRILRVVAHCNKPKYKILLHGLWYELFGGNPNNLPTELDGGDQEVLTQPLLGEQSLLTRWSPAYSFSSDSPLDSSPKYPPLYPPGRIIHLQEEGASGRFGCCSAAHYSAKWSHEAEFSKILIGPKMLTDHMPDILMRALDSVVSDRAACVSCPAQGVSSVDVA
PvdQ inh = P. aeruginosa PvdQ acylase inhibitors, primary screen, biochemical, fluorescence, plate reader and imaging, single point; purified PvdQ acylase; inhibition, % at 10 µM; 340,000 tested, 0.063% active; in the data active = inhibition above about 30%, passing the limit was not always enough;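 note: 0% = vehicle neutral wells and 100% = reference inhibitor wells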
Rtt109 HAT inh = inhibitors of C. albicans Rtt109/Vps75 HAT, primary screen, biochemical, ThioGlo CoA-SH fluorescence, plate reader | Histone acetyltransferase RTT109 (Candida albicans (strain SC5314 / ATCC MYA-2876)), … | 330,000 tested, 0.16% active | AID 540336, 2011 | inhibition, % at 34.9 µM | purified Rtt109/Vps75, 4 h;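 active = inhibition of at least 50% in every replicate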
Target sequence (Q5AAJ8 whole entry, looked up): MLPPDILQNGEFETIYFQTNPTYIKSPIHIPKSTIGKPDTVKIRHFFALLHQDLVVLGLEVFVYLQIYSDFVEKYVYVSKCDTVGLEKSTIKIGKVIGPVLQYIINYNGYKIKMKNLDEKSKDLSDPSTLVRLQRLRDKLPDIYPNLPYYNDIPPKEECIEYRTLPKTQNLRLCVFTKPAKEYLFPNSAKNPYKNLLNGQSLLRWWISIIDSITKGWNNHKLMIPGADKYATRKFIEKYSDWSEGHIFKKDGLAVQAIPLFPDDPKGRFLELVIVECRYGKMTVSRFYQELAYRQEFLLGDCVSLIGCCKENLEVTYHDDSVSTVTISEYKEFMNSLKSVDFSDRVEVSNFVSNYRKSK
Wnt bcat act = Wnt/beta-catenin pathway activators, primary screen, cell-based, plate reader, single point. Wnt/beta-catenin reporter cell assay, activator. activation, % at 9.35 µM. 300,000 tested, 1.2% active. AID 743398, 2014; in the data active = activation above about 30%, passing the limit was not always enough;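 note: 0% = neutral control wells and 100% = positive control wells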
AddAB inh = growth inhibition of E. coli expressing H. pylori AddAB, primary screen, AddAB inhibitor project, absorbance; inhibition, % at 11.9 µM; 330,000 tested, 0.29% active; in the data active = inhibition above about 12%;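 note: 0% = vehicle wells of infected cells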
phage Ecoli inh = growth loss of phage-infected E. coli, primary screen, RecBCD inhibitor project, absorbance, with phage, HTS | inhibition, % at 11.9 µM | 360,000 tested, 0.26% active; in the data active = inhibition above about 11%
PfHsp90 set2 = growth inhibition of PfHsp90-expressing yeast, primary screen, antimalarial PfHsp90 inhibitor project, S. cerevisiae, BacTiter-Glo luminescence, single point, set 2 | BacTiter-Glo ATP, 48 h; yeast lacking PDR1 and PDR3 efflux regulators | inhibition, % at 9.4 µM | 310,000 tested, 0.32% active;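 active = every replicate shows inhibition above about 80%, whatever the replicate mean, limit read from the data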;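 note: 0% = DMSO neutral controls and 100% = 20 µM radicicol positive controls; yeast relying on Plasmodium falciparum Hsp90 in place of its own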
Ecoli viability = E. coli V3065 growth inhibition, primary screen, counter-screen for AddAB inhibitor project, absorbance, OD600. 18 h. 330,000 tested, 0.27% active. AID 449728, 2010. inhibition, % at 11.9 µM;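 active = inhibition above the campaign's mean inhibition across all tested compounds plus 3 SD, cut at about 9.9% in these data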;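 note: uninfected addAB+ strain grown without phage in ampicillin broth; 0% = DMSO wells and 100% = ciprofloxacin 0.95 µg/ml wells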
Numbers without * were called inactive.

CC(C)(C)NC(=O)CCc1ncc(C(F)(F)F)cc1Cl was read as Tat transport -6, CAL PDZ FP 0.0, DAGLB inhibitor -6, PvdQ inh 8, Rtt109 HAT inh 1, Wnt bcat act 0, AddAB inh 1.7, phage Ecoli inh 1.9, PfHsp90 set2 -14 and Ecoli viability 2.0.
For CCn1nc(NC(=O)C2CCCO2)c2cc3cc(C)ccc3nc21 (stereo not given) the results were Tat transport -6, CAL PDZ FP -3.7, DAGLB inhibitor -2, PvdQ inh 12, Rtt109 HAT inh -94, Wnt bcat act -6, AddAB inh 1.9, phage Ecoli inh 5.5, PfHsp90 set2 16 and Ecoli viability -0.6.
Screening O=C(CCSCCc1ccccn1)Nc1ccc(Br)cn1 returned Tat transport -2, CAL PDZ FP -0.5, DAGLB inhibitor 0, PvdQ inh -1, Rtt109 HAT inh 2, Wnt bcat act -1, AddAB inh 3.1, phage Ecoli inh 3.6, PfHsp90 set2 6 and Ecoli viability -0.2.
Screening CC(C)CC(=O)NS(=O)(=O)c1ccc(N)cc1 returned Tat transport 5, CAL PDZ FP 0.5, DAGLB inhibitor 2, PvdQ inh -10, Rtt109 HAT inh 7, AddAB inh 1.2, phage Ecoli inh -0.1, PfHsp90 set2 2 and Ecoli viability -1.2.
COc1ccc2oc(C(=O)OCC(=O)Nc3ccccc3)c(C)c2c1 was read as Tat transport 0, CAL PDZ FP -3.4, DAGLB inhibitor -4, PvdQ inh -8, Rtt109 HAT inh 4, Wnt bcat act 2, AddAB inh 4.2, phage Ecoli inh -0.3, PfHsp90 set2 -9 and Ecoli viability 0.7.
For COc1ccccc1CNC(=O)CN1C(=O)NC2(CCCCCCC2)C1=O the results were Tat transport -15, CAL PDZ FP -1.4, DAGLB inhibitor 0, PvdQ inh -11, Rtt109 HAT inh 5, Wnt bcat act -5, AddAB inh -0.1, phage Ecoli inh 0.4 and Ecoli viability -1.9.
`COc1ccc(N(C(C)C(=O)N(C)Cc2ccccc2)S(C)(=O)=O)cc1` (stereo not given) gave Tat transport -3, CAL PDZ FP -2.2, DAGLB inhibitor 0, PvdQ inh -22, Rtt109 HAT inh 3, Wnt bcat act -1, AddAB inh 2.5, phage Ecoli inh -0.6, PfHsp90 set2 -9 and Ecoli viability 0.2.
For O=C(CSc1ccccc1)Nc1ccc2c(c1)OCCO2 the results were Tat transport 7, CAL PDZ FP -2.0, DAGLB inhibitor -5, PvdQ inh -4, Rtt109 HAT inh -11, Wnt bcat act 33*, AddAB inh 3.5, phage Ecoli inh 2.2, PfHsp90 set2 -21 and Ecoli viability 2.2.
`COc1ccc(C(=O)NCC(=O)N2CCN(C(=O)c3ccco3)CC2)cc1` gave Tat transport 4, CAL PDZ FP 0.1, DAGLB inhibitor -2, PvdQ inh -1, Rtt109 HAT inh -2, Wnt bcat act 1, AddAB inh 1.5, phage Ecoli inh 1.1, PfHsp90 set2 7 and Ecoli viability 0.0.
For COc1ccc(CCNC(=O)CNC(=O)c2ccccc2Br)cc1OC the results were Tat transport -9, CAL PDZ FP -1.4, DAGLB inhibitor 0, PvdQ inh 2, Rtt109 HAT inh 2, Wnt bcat act 0, AddAB inh 1.4, phage Ecoli inh -0.9, PfHsp90 set2 -7 and Ecoli viability 1.9.
O=C1NCCN1C(=O)C12CC3CC(CC(C3)C1)C2 was read as Tat transport 1, CAL PDZ FP 0.4, DAGLB inhibitor -2, PvdQ inh 6, Rtt109 HAT inh 5, AddAB inh 1.5, phage Ecoli inh 1.3, PfHsp90 set2 -16 and Ecoli viability 1.1.
Cc1cc(CNCc2c(C(=O)N3CCCCCCC3)nc3ccc(Cl)cn23)nn1C was read as Tat transport 1, CAL PDZ FP -1.6, DAGLB inhibitor 2, PvdQ inh -7, Rtt109 HAT inh 10, Wnt bcat act -1, AddAB inh -1.4, phage Ecoli inh 0.5 and Ecoli viability -0.4.
O=C(COc1ccccc1)NCCn1ccc2ccccc21 was read as Tat transport 2, CAL PDZ FP -0.5, DAGLB inhibitor -13, PvdQ inh 7, Rtt109 HAT inh 5, AddAB inh 1.4, phage Ecoli inh 2.0, PfHsp90 set2 -4 and Ecoli viability 0.1.
CC(C)CC(=O)NCCNC(=O)c1cc(OCC(F)(F)F)ccc1OCC(F)(F)F was read as Tat transport 6, DAGLB inhibitor 0, PvdQ inh -6, Rtt109 HAT inh -1, Wnt bcat act -3, AddAB inh -1.6, phage Ecoli inh -0.5, PfHsp90 set2 -18 and Ecoli viability 0.7.
`CCOc1cc(N2CCOCC2)c(OCC)cc1NC(=O)c1cccc(S(=O)(=O)N2CCOCC2)c1` gave Tat transport 7, CAL PDZ FP 0.8, DAGLB inhibitor 2, PvdQ inh 6, Rtt109 HAT inh 2, Wnt bcat act 0, AddAB inh 1.6, phage Ecoli inh 1.5, PfHsp90 set2 -17 and Ecoli viability 0.6.
CC(=O)Nc1ccc(C(=O)OCc2ccccc2Cl)cc1 was read as Tat transport -7, CAL PDZ FP -2.6, DAGLB inhibitor 0, PvdQ inh -10, Wnt bcat act 0, AddAB inh 1.7, phage Ecoli inh 3.2, PfHsp90 set2 -20 and Ecoli viability 2.3.
Screening Cc1ccc(S(=O)(=O)N2CCOCC2)cc1C(=O)Nc1cc(S(=O)(=O)N2CCCCC2)ccc1O returned Tat transport 2, CAL PDZ FP -0.9, DAGLB inhibitor 6, PvdQ inh 17, Rtt109 HAT inh 10, Wnt bcat act 6, phage Ecoli inh 1.4 and PfHsp90 set2 -8.
CNC[C@H](O)c1cccc(O)c1 was read as Tat transport -7, CAL PDZ FP -0.6, DAGLB inhibitor 2, PvdQ inh 9, Rtt109 HAT inh -6, Wnt bcat act -2, AddAB inh -1.6, phage Ecoli inh 2.2, PfHsp90 set2 7 and Ecoli viability 4.3.
`COc1ccnc(CSC(N)=Nc2cccc(C(F)(F)F)c2)c1` gave Tat transport -8, CAL PDZ FP -1.4, DAGLB inhibitor 1, PvdQ inh 7, Rtt109 HAT inh 4, Wnt bcat act 2, AddAB inh 4.0, phage Ecoli inh 1.4, PfHsp90 set2 13 and Ecoli viability 1.2.
CCCCNC(=O)COC(=O)c1ccc(Cl)c(S(N)(=O)=O)c1 was read as Tat transport 0, CAL PDZ FP -0.4, DAGLB inhibitor -1, PvdQ inh -3, Rtt109 HAT inh 23, AddAB inh 1.0, phage Ecoli inh 4.4, PfHsp90 set2 13 and Ecoli viability 0.3.
COc1cc(/C=N/NC(=O)c2nonc2N)cc(OC)c1OC was read as Tat transport 1, CAL PDZ FP -4.0, DAGLB inhibitor -2, PvdQ inh -2, Rtt109 HAT inh 3, Wnt bcat act 1, AddAB inh 1.6, phage Ecoli inh 2.2, PfHsp90 set2 7 and Ecoli viability -2.3.
For CC(C)(C)OC(=O)NCCCCCO the results were Tat transport -5, CAL PDZ FP 0.0, DAGLB inhibitor 2, PvdQ inh -3, Rtt109 HAT inh -4, Wnt bcat act -2, AddAB inh 2.1, phage Ecoli inh 0.7, PfHsp90 set2 -13 and Ecoli viability 1.4.
For COCCn1c(C)cc(C(=O)CSc2nnnn2C2CCCC2)c1C the results were Tat transport -4, CAL PDZ FP -1.1, DAGLB inhibitor -2, PvdQ inh -15, Rtt109 HAT inh 7, Wnt bcat act -5, AddAB inh -0.6, phage Ecoli inh 1.8, PfHsp90 set2 1 and Ecoli viability -1.1.
Screening Cc1ccc(S(=O)(=O)N2CCN(C(=O)C3CCN(C(=O)c4ccccc4C)CC3)CC2)cc1C returned Tat transport 3, CAL PDZ FP 0.4, DAGLB inhibitor 4, PvdQ inh -4, Rtt109 HAT inh 6, Wnt bcat act 0, AddAB inh 4.8, phage Ecoli inh 1.8, PfHsp90 set2 -13 and Ecoli viability 3.1.
For Cc1ccc(SC/C(O)=C(\C#N)c2nc3ccccc3n2C)cc1 the results were Tat transport 1, DAGLB inhibitor -1, PvdQ inh -7, Rtt109 HAT inh -3, AddAB inh 1.8, phage Ecoli inh 0.1, PfHsp90 set2 10 and Ecoli viability -1.3.
Screening Cc1ccc(-c2cc(C(F)(F)F)nn2-c2ccc(S(N)(=O)=O)cc2)cc1 returned Tat transport 14, CAL PDZ FP -0.6, DAGLB inhibitor -7, PvdQ inh -9, Rtt109 HAT inh -37, Wnt bcat act -2, AddAB inh -1.8, phage Ecoli inh 3.5, PfHsp90 set2 1 and Ecoli viability 1.3.
Screening CN1C(=S)N(c2ccccc2)C(=O)/C1=C/c1ccco1 returned Tat transport -5, CAL PDZ FP -2.5, DAGLB inhibitor -2, PvdQ inh -5, Rtt109 HAT inh -5, AddAB inh 2.5, phage Ecoli inh 4.6, PfHsp90 set2 18 and Ecoli viability -0.6.
For CC(NC(=O)COC(=O)CNC(=O)c1ccccc1Cl)C1CC2CCC1C2 (stereo not given) the results were Tat transport -4, CAL PDZ FP 0.2, DAGLB inhibitor -2, PvdQ inh -7, Rtt109 HAT inh -7, Wnt bcat act 19, AddAB inh 2.2, phage Ecoli inh 0.9, PfHsp90 set2 -11 and Ecoli viability -0.5.
Screening O=C(Oc1oc(-c2ccco2)nc1C=Nc1ccc(Cl)cc1)c1ccco1 returned Tat transport -1, CAL PDZ FP -3.4, DAGLB inhibitor 3, PvdQ inh -4, Rtt109 HAT inh 11, Wnt bcat act 12, AddAB inh 4.8, phage Ecoli inh 0.5, PfHsp90 set2 -5 and Ecoli viability -1.1.
`CC1CCCC(NC(=O)Cn2cc(C(F)(F)F)cc(Cl)c2=O)C1C` (stereo not given) gave Tat transport 5, CAL PDZ FP -1.6, DAGLB inhibitor -1, PvdQ inh -6, Rtt109 HAT inh 0, Wnt bcat act 3, AddAB inh 2.1, phage Ecoli inh 1.8, PfHsp90 set2 33 and Ecoli viability -1.3.
Screening C/C(=N/NC(=O)CNC(=O)c1ccccn1)c1cccc([N+](=O)[O-])c1 returned Tat transport 6, CAL PDZ FP -0.7, DAGLB inhibitor -1, PvdQ inh -12, Rtt109 HAT inh -8, Wnt bcat act -1, AddAB inh 3.1, phage Ecoli inh 2.1, PfHsp90 set2 0 and Ecoli viability -1.2.
N#C/C(=C\c1cn(-c2ccccc2)nc1-c1cc2ccccc2o1)c1nc2ccccc2[nH]1 was read as Tat transport 1, CAL PDZ FP -2.1, DAGLB inhibitor -2, PvdQ inh -6, Rtt109 HAT inh -18, AddAB inh -1.2, phage Ecoli inh 1.5, PfHsp90 set2 -13 and Ecoli viability -1.7.

2 compounds drawn at random from those above:
`CC1CCCC(NC(=O)Cn2cc(C(F)(F)F)cc(Cl)c2=O)C1C` (stereo not given) gave Tat transport 5, CAL PDZ FP -1.6, DAGLB inhibitor -1, PvdQ inh -6, Rtt109 HAT inh 0, Wnt bcat act 3, AddAB inh 2.1, phage Ecoli inh 1.8, PfHsp90 set2 33 and Ecoli viability -1.3.
COc1cc(/C=N/NC(=O)c2nonc2N)cc(OC)c1OC was read as Tat transport 1, CAL PDZ FP -4.0, DAGLB inhibitor -2, PvdQ inh -2, Rtt109 HAT inh 3, Wnt bcat act 1, AddAB inh 1.6, phage Ecoli inh 2.2, PfHsp90 set2 7 and Ecoli viability -2.3.
